Assay outcomes: PubChem BioAssay, NCI
Growth percent in the NCI-60 one-dose screen (48 h, 10 µM unless noted): 100 = growth as untreated, 0 = no growth, -100 = all killed.
TK-10: TK-10 renal cancer cells. 81,000 tested, 3.9% active
ACHN: ACHN renal cancer; 81,000 tested, 4.9% active; AID 1794771
A498: A498 renal cancer cells; 76,000 tested, 5.4% active
CAKI-1: CAKI-1 renal cancer; 75,000 tested, 4.7% active; AID 1794772
RXF 393: RXF 393 renal cancer cells; 77,000 tested, 6.9% active
UO-31: UO-31 renal cancer; AID 1794768; 81,000 tested, 5.2% active
SN12C: SN12C renal cancer cells; 81,000 tested, 3.8% active
DU-145: DU-145 prostate cancer. 81,000 tested, 4.2% active. AID 1794760
786-0: 786-0 renal cancer cells; 81,000 tested, 5.1% active; AID 1794775
Starred values were filed as active, the others as inactive; nt = not tested or not shown. How the source made its calls: active means growth percent below 10; inactive means the rest. Rows are unselected; overall some 11% were active at least once.

SMILES	TK-10	ACHN	A498	CAKI-1	RXF 393	UO-31	SN12C	DU-145	786-0
CCn1c2ccc(O)cc2c2c(C)c3c[n+](CCCCCC(N)=O)ccc3c(C)c21	87	52	nt	90	100	81	52	86	85
COC1CC(Cn2cc(COc3ccc4ccc(=O)oc4c3)nn2)C(OCc2ccccc2)C(OCc2ccccc2)C1OCc1ccccc1 (stereo not given)	110	105	116	84	80	72	106	101	102
CCCCCCCCOc1cccc(S(=O)(=O)Nc2ccc(C)cc2C(=O)O)c1	102	98	107	86	107	86	nt	102	99
O=c1c(/C=C/c2ccco2)nnc(SCCN2CCOCC2)n1/N=C/c1ccc([N+](=O)[O-])cc1	154	100	103	106	88	71	102	111	95
Cc1c2c(cc[n+]1Cc1ccc(F)cc1)c1ccc(OCc3cccc(F)c3)cc1n2Cc1cccc(F)c1	-28*	32	-1.0*	60	nt	54	-91*	-91*	-86*
CC(C)CCn1cnc2c(=O)[nH]c(N)nc21	88	105	83	96	nt	89	100	104	92
Cc1c(-c2ccccc2)nc(N2CCOCC2)c(C#N)c1C#N	80	98	88	nt	90	94	99	104	95
O=C1CC(c2nc3ccccc3o2)CN1c1ccccc1 (stereo not given)	107	107	82	98	100	79	103	116	109
CCSC(=O)N=Nc1ccc(O)cc1	100	62	102	85	117	46	98	129	85
CCN(CC)CCCN1C(=O)c2c(c(C)c3c(oc4cc(OC)ccc43)c2C)C1=O	112	63	98	93	73	67	89	112	-79*
S=C(NCc1ccccc1)NCc1ccccc1	83	105	80	nt	101	87	96	107	97
CCCCNC(=O)Nc1ccc(Cl)cc1	111	107	103	nt	100	92	101	109	101
C#CC/C(C(=O)OC)=C1\CC[C@@H](C)O1	105	99	99	93	124	95	98	119	103
COc1ccc(-c2nnc(CNc3ccc(F)c(Cl)c3)o2)cc1OC	95	103	94	89	110	89	107	106	109
Nc1ccc(S(=O)(=O)O)c2cc(S(=O)(=O)O)cc(O)c12	105	104	107	100	114	107	102	105	101
CCCN(CCC)CCC(O)c1cc2c(c3ccccc13)CCCC2 (stereo not given)	101	87	74	96	nt	71	82	106	84
Nc1[nH]n2cc(-c3ccccc3)nc2c1N=Nc1ccc(S(N)(=O)=O)cc1	48	8.6*	8.2*	3.9*	6.6*	19	20	43	28
COC(=O)c1ccc(C)c([N+](=O)[O-])c1	111	103	104	103	122	95	122	110	114
COc1ccc(CCNC(=O)C(Cl)Cl)cc1	nt	107	98	98	115	91	100	109	97
COc1ccc(Cl)cc1NN	106	89	98	82	101	61	95	105	100
O=c1[nH]c(Sc2sc3ccc(Cl)cc3c2CBr)nc(=S)[nH]1	46	27	5.7*	14	9.1*	20	42	34	51
CC1SC(c2ccc(Cl)cc2)N(NC(=O)c2cccnc2)C1=O (stereo not given)	91	93	79	109	109	74	82	104	85
O=C1/C=C/[C@@H](O)[C@@H]2C[C@@H](O)C[C@H]2/C=C/CCC[C@@H](O)CCO1	115	104	67	84	52	108	106	105	62
CC(C)OC(=O)Oc1ccc(Cl)cc1Cl	102	107	104	103	103	nt	97	126	nt
O=C(N1c2ccccc2Sc2ccccc21)n1cnc2ccccc21	120	105	97	81	97	84	96	97	93
O=C(Nc1cccc2ccccc12)NC1CC1	117	101	112	97	107	88	106	141	101
CC1(C)N=C(N)N=C(N)N1c1cccc(CC(=O)Nc2ccccc2)c1	97	96	95	nt	nt	91	58	84	68
COc1ccc(C(=O)/C=C/c2cccnc2)cc1S(N)(=O)=O	67	51	103	53	54	28	38	22	50
Cc1ccc(C(=O)/C=C/c2ccccc2)cc1	93	120	79	102	111	99	99	101	94
O=C1C=C(Nc2cccc(C(=O)O)c2)c2ccccc2C1=O	127	92	104	99	115	73	93	117	107
Ic1cccs1	96	103	97	101	119	90	99	107	105
COc1c(N2CC3CCCNC3C2)c(F)cc2c(=O)c(C(=O)N/N=C(/C)c3ccccc3)cn(C3CC3)c12 (stereo not given)	91	101	69	89	nt	80	96	108	66
c1ccc2c(c1)CCCc1nnc3nncn3c1-2	110	102	nt	89	123	79	104	102	101
O=C1CCC(N2C(=O)c3cccc(NCCOCCOCCn4cc(CNc5cccc6c5C(=O)N(C5CCC(=O)NC5=O)C6=O)nn4)c3C2=O)C(=O)N1 (stereo not given)	109	110	95	99	113	94	103	116	101
C#CCOC(=O)Nc1cccc(Cl)c1	nt	105	95	98	nt	98	105	113	107
O=S(=O)(OCCO)c1ccccc1	100	104	110	88	98	90	96	112	108
CC[C@@]1(C(N)=O)CC2C=CC1C2 (stereo not given in full)	108	113	123	103	112	95	102	113	99
Cc1ccsc1/C=C1/C(=O)N(C)c2ccccc21	127	91	99	85	92	73	93	103	101
COc1ccccc1N1CCN(Cc2c[nH]c3c(N4CCCCC4)ncnc23)CC1	79	95	57	97	92	74	87	108	89
NNC(=O)c1cc(=O)[nH]c(=O)[nH]1	106	114	112	102	118	92	112	110	106

Individual results from above:
ACHN, `Cc1ccsc1/C=C1/C(=O)N(C)c2ccccc21` : 91
TK-10, `CC(C)OC(=O)Oc1ccc(Cl)cc1Cl` : 102
A498, `Ic1cccs1` : 97
SN12C, `COc1ccc(C(=O)/C=C/c2cccnc2)cc1S(N)(=O)=O` : 38
TK-10, `CC1SC(c2ccc(Cl)cc2)N(NC(=O)c2cccnc2)C1=O` (stereo not given) : 91
A498, `COc1c(N2CC3CCCNC3C2)c(F)cc2c(=O)c(C(=O)N/N=C(/C)c3ccccc3)cn(C3CC3)c12` (stereo not given) : 69
CAKI-1, `NNC(=O)c1cc(=O)[nH]c(=O)[nH]1` : 102

Next section:
SMILES	TK-10	ACHN	A498	CAKI-1	RXF 393	UO-31	SN12C	DU-145	786-0
O=C1CCCN1c1nc(-c2ccc(Cl)cc2)c(Br)s1	107	95	106	97	86	56	82	100	99
O=C(CC1Sc2ccccc2NC1=O)NNc1ccc(Cl)c(Cl)c1 (stereo not given)	102	92	119	83	122	53	97	93	106
CCOC(=O)/C=C1/SC(=Nc2ccc(C#N)cc2)N(Cc2ccco2)C1=O	nt	-79*	87	nt	-24*	32	52	39	35
CCOC(=O)c1c2ncccc2n2c(=O)n(C3CCCCC3)nnc12	141	106	115	92	113	90	97	125	102
O=C(CCc1nnc2sc(Cc3ccccc3Cl)nn12)c1nc2ccccc2[nH]1	144	85	92	89	91	63	92	nt	86
Nc1cccc(C(=O)c2ccccc2C(=O)O)c1	107	113	nt	111	113	83	100	113	103
COC(=O)c1cc(Cl)cc(C(=O)OC)c1	95	100	107	98	nt	99	106	108	94
O=c1c2c(nc3ccccn13)c1cccnc1n2Cc1ccccc1	121	104	nt	88	111	79	101	114	102
O=C(Nc1ccccc1Cl)n1ccnc1	98	99	85	90	103	106	100	111	100
CCCCOc1ccc(OCCCC)cc1	103	108	nt	103	116	93	100	116	103
COc1ccc(C2CC(c3cccc(Nc4ccncc4)c3)=NN2c2ccc(Cl)cc2)cc1 (stereo not given)	59	47	70	25	nt	48	64	24	102
COc1cc(-c2nn(C(C)(C)C)cc2-c2ccnc(NCCCNS(=O)(=O)c3ccc(C)cc3)n2)ccc1Cl	65	90	31	27	5.0*	44	61	74	83
CC(=O)Nc1c(Cl)cc2c(c1Cl)Cc1cc(C#N)ccc1-2	71	92	87	65	98	48	84	87	90
Cc1ccc(-c2cc3nc(C(Cl)Cl)nc(-c4cccs4)n3n2)cc1	141	21	84	56	41	71	86	3.2*	100
O=C(/C=C/Nc1ccc(I)cc1)c1ccc2c(c1)Nc1ccccc1S2	103	74	117	94	nt	90	89	79	100
COc1ccc(C2=NNC3(C2)C(=O)Nc2ccccc23)cc1 (stereo not given)	117	91	102	93	101	83	95	116	102
COc1ccccc1NS(=O)(=O)c1ccc2oc(SC(C)C)nc2c1	102	151	91	71	107	73	89	99	64
CC(C)(C)c1ccc(SCC(=O)O)cc1	103	105	nt	99	107	85	101	117	99
C#CCSC(=S)NNc1ccccc1	123	91	99	85	110	69	106	101	104
Cn1ncc2c1CCc1cc(S(=O)(=O)c3ccccc3)c(=O)[nH]c1-2	111	98	88	98	96	88	nt	110	95
CC(CC=C(c1ccccc1)c1ccccc1)C1CCC2C3CCC4CC5CCC4(C)C3(O5)C(=O)CC12C (stereo not given)	111	104	111	93	104	94	104	103	94
Cc1nn(-c2ccccc2)c(N2CCCC2)c1-c1nc2ccc(C(=O)NN=Cc3cccc(O)c3)cc2[nH]1	124	92	85	91	116	68	93	109	114
CC[C@H](Nc1ncnc2nc[nH]c12)c1nc2cccc(CCCCNC(=O)NO)c2c(=O)n1-c1ccccc1	103	98	82	nt	66	76	74	102	73
NNC(=O)CCc1ccncc1	101	107	101	103	98	99	97	110	108
COc1ccc(-c2nc(SCC(C)C)nc(NNC(N)=O)c2C#N)cc1	105	98	94	79	90	60	93	103	96
CCOC(C)C=O (stereo not given)	103	109	97	105	114	77	104	105	98
Nc1ncnc2c1N=C1c3ccccc3CCC1C(c1ccccc1)N2 (stereo not given)	119	102	121	97	99	86	98	107	99
O=c1c2ccccc2nc(COc2ccccc2)n1/N=C/c1ccccc1Cl	115	107	124	94	nt	78	102	110	110
CNc1ccc(C(=O)O)cc1	97	116	110	104	116	110	100	110	101
N#C/C(=C/c1ccnc2ccccc12)c1ccccc1	81	95	66	84	93	62	87	89	92
O=C(/C=C/c1ccc(N2CCCCC2)cc1)c1cc2ccccc2oc1=O	159	95	115	68	108	53	96	100	105
Cn1c(=O)c2c(nc(Br)n2CC(=O)Nc2ccc(F)cc2)n(C)c1=O	115	104	117	96	108	81	109	109	95
COC(=O)/C=C1\Sc2ccccc2NC1=O	198	121	123	99	nt	91	109	115	108
CSc1nc(NCCCNc2ccnc3cc(Cl)ccc23)cc(-c2ccccc2)n1	76	92	40	54	61	42	79	81	73
CN(C)CCCSc1ccccc1NC1=C(Cl)C(=O)C(Nc2ccccc2SCCCN(C)C)=C(Cl)C1=O	14	-21*	105	nt	46	35	-61*	87	43
O=c1sc2cc3ccccc3nc2n1-c1ccc([N+](=O)[O-])cc1	96	100	nt	90	89	88	99	110	99
COc1ccc(-c2nc3sc(-c4ccccc4)cn3n2)cc1	106	67	44	60	75	62	63	83	88
CC(C)CCC[C@@H](C)C1CCC2C3CCC4=C/C(=N/OCCN5CCCCC5)CC[C@]4(C)C3CC[C@@]21C (stereo not given in full)	87	92	97	88	104	66	103	109	83
COc1ccc(/C=C2\Cc3c(F)ccc(Br)c3C2=O)cc1OC	146	91	nt	83	108	85	98	105	100
S=C(S)Nc1ccc(Cl)cc1	122	92	93	81	103	92	96	110	92

Filtered by structure: those above with an NH in an aromatic ring (9)
SMILES	TK-10	ACHN	A498	CAKI-1	RXF 393	UO-31	SN12C	DU-145	786-0
CC(C)CCn1cnc2c(=O)[nH]c(N)nc21	88	105	83	96	nt	89	100	104	92
Nc1[nH]n2cc(-c3ccccc3)nc2c1N=Nc1ccc(S(N)(=O)=O)cc1	48	8.6*	8.2*	3.9*	6.6*	19	20	43	28
O=c1[nH]c(Sc2sc3ccc(Cl)cc3c2CBr)nc(=S)[nH]1	46	27	5.7*	14	9.1*	20	42	34	51
COc1ccccc1N1CCN(Cc2c[nH]c3c(N4CCCCC4)ncnc23)CC1	79	95	57	97	92	74	87	108	89
NNC(=O)c1cc(=O)[nH]c(=O)[nH]1	106	114	112	102	118	92	112	110	106
O=C(CCc1nnc2sc(Cc3ccccc3Cl)nn12)c1nc2ccccc2[nH]1	144	85	92	89	91	63	92	nt	86
Cn1ncc2c1CCc1cc(S(=O)(=O)c3ccccc3)c(=O)[nH]c1-2	111	98	88	98	96	88	nt	110	95
Cc1nn(-c2ccccc2)c(N2CCCC2)c1-c1nc2ccc(C(=O)NN=Cc3cccc(O)c3)cc2[nH]1	124	92	85	91	116	68	93	109	114
CC[C@H](Nc1ncnc2nc[nH]c12)c1nc2cccc(CCCCNC(=O)NO)c2c(=O)n1-c1ccccc1	103	98	82	nt	66	76	74	102	73

Next records:
SMILES	TK-10	ACHN	A498	CAKI-1	RXF 393	UO-31	SN12C	DU-145	786-0
CCCC1OC1(CC)C(=O)OCC(CC)(COC(=O)C1(CC)OC1CCC)COC(=O)C1(CC)OC1CCC (stereo not given)	131	98	82	76	92	70	95	109	102
O=C(O)c1cn(C2CC2)c2cc(N3CCN(C(=O)CCCN4C(=O)S/C(=C/c5ccc(F)cc5)C4=O)CC3)c(F)cc2c1=O	95	95	58	95	115	78	98	104	82
CC(=O)C1=C(C)NC(=S)NC1c1ccc2c(c1)OCO2 (stereo not given)	98	103	115	92	102	81	104	111	103
CN1C(=O)/C(=C/c2ccc(C3Oc4ccccc4C4CC(c5ccccc5)=NN43)cc2)SC1=S (stereo not given)	110	96	110	77	138	69	94	107	99
CCCCCC(O)c1ccccc1 (stereo not given)	129	101	114	161	106	90	120	106	109
O=C(O)Cc1ccc(Cl)c(Cl)c1	109	106	96	93	106	87	116	111	98
Nc1nc(-c2ccccc2)cc(-c2cc(-c3ccccc3)nc(N)n2)n1	107	112	168	98	102	95	106	131	113
CSc1nc2ccc(C)cc2cc1Cc1cc(-c2ccccc2)n[nH]c1=O	103	97	94	89	90	82	95	106	93
O=S1c2ccccc2N=C(c2cccc3ccccc23)CC1c1cccc2ccccc12 (stereo not given)	148	99	94	97	98	68	97	106	105
COC1OC(COCc2ccccc2)C(N)C(OCc2ccccc2)C1OCc1ccccc1 (stereo not given)	99	95	109	121	95	87	109	112	103
COc1cc(-c2nc(SCc3ccc([N+](=O)[O-])cc3)[nH]c(=O)c2C#N)ccc1OCc1ccccc1	101	104	nt	92	112	88	98	102	100
CC1(C)C2CCC1(C)C1(C2)OCCS1 (stereo not given)	98	102	113	87	96	90	88	103	97
c1ccc2nc3ccccc3nc2c1	104	102	97	97	92	83	94	110	105
N#Cc1c(NC(=O)N2CCOCC2)n(-c2ccc(OC(F)(F)F)cc2)c2cc(F)ccc12	113	93	177	89	95	104	93	100	112
